Screening results deposited in PubChem by National Center for Advancing Translational Sciences (NCATS).
GLS inhibitor = blocks human kidney-isoform glutaminase activity; O94925; GLS enzymatic activity, qHTS titration; Potency, µM (titrated, usually from 45.5 µM), inactives show at the highest dose activity change, negative = inhibition, hits mostly inhibitors; actives 0.21% (n = 410,000); further: on the % scale 0 is the no-effect control and ±100 the full control effect
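Human kidney-isoform GLS in 45 mM KH2PO4 pH 8.2, 0.02% Tween-20, with compound, started with 1mM L-Glutamine (added stock). Glutamate oxidase/HRP/Amplex red coupled fluorescence read at start and after 30 min at RT.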
Pin1 inh = inhibitors of human Pin1. Pin1 FP peptide displacement, HiFluor488, 10 min. actives 0.009% (n = 390,000). Potency, µM (series often up to 115 µM), without a hit: at the top dose activity, negative = inhibition, most hits filed as inhibitors; active means well fitted inhibition curve with a large enough effect in the polarisation, with a control signal flat, not every such curve was filed as active; inconclusive means small, poorly fitted or top-dose-only effect, or effect the other way, or a change in a side signal; inactive means no such curve, though single readings can be large or run the other way; the % refers to the polarisation; further: on the % scale 0 is the no-effect control and ±100 the full control effect
JMJD2A Tudor inh = inhibitors of human JMJD2A Tudor domain; AlphaScreen JMJD2A-Tudor / H3K4me3 peptide binding; Potency, µM (highest dose often 114 µM), for inactives: top-dose activity change, negative = inhibition, hits mostly inhibitors; O75164; actives 4.4% (n = 390,000); further: on the % scale 0 is the no-effect control and ±100 the full control effect; nearly all actives have a fitted effect of over 50% in size
HP1b binding inh = HP1-beta chromodomain-methylated histone interaction inhibition; AlphaScreen HP1-beta / biotin-H3K9me3 peptide binding; Potency, µM (doses to about 114 µM), for the others: top-dose activity change, negative = inhibition, usual class: inhibitors; actives 0.56% (n = 390,000); AID 540317; further: nearly all actives have a fitted effect of over 70% in size; inactives centre near 23
Target sequence (P83916 whole entry, looked up): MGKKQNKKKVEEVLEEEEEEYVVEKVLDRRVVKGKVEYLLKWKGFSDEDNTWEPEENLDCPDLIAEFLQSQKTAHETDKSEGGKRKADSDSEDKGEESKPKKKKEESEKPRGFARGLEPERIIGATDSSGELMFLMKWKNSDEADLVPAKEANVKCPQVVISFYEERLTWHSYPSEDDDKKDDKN
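Compound inhibition of the preformed complex between 50 nM HP1-beta and 50 nM biotinylated H3K9me3 peptide was read by AlphaScreen. Buffer was PBS pH 7.4 with 0.01% Tween-20. Incubations ran 30 min at room temperature, with 10 ug/mL donor/acceptor beads.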
RGS4 inhibitor = inhibitors of human regulator of G protein signaling 4; P49798; Transcreener GDP fluorescence polarization, RGS4-accelerated GTP hydrolysis; Potency, µM (series often up to 114 µM), for inactives: at the top dose activity change, negative = inhibition, usual class: inhibitors; actives 0.039% (n = 390,000); further: on the % scale 0 is the no-effect control and ±100 the full control effect; nearly all actives have a fitted effect of over 75% in size; some results filed as inactive show a strong effect at the top dose
Target sequence (P49798 whole entry, looked up): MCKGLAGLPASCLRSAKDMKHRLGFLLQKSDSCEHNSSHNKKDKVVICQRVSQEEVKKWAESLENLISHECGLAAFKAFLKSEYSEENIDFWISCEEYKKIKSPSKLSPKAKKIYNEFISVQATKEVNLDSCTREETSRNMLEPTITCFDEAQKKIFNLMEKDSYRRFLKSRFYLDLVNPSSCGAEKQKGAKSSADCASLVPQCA
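MLSMR compounds (23 nl, pin-transferred) preincubated 10 min at room temperature with a 500nM (2x) first reagent, then RGS4 at 900nM (2x) plus Transcreener GDP mix added; fluorescence polarization (620/688 nm) read before and after 90 min at 30 °C.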
ERG-DNA inh = blocks human ERG Ets domain binding to DNA; P11308; fluorescence polarization, His-ERG Ets domain / labelled DNA; actives 0.028% (n = 370,000); Potency, µM (highest dose often 76.9 µM), without a hit: top-dose FP activity, negative = inhibition, most hits filed as inhibitors; active means well fitted inhibition curve with a large enough effect in the polarisation, with a control signal flat; inconclusive means small, poorly fitted or top-dose-only effect, or effect the other way, or a change in a side signal; inactive means no such curve, though single readings can be large or run the other way; the % refers to the polarisation;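 further: polarization taken with two DNA probes labelled with fluorescein and Texas red; % of control where 0% means no effect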
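His-tagged ERG Ets domain (1 uM in the protein solution; 300mM KCl, 50mM Tris-HCl, 1mM EDTA, 1mM DTT, pH 7.5) received compound, then a probe mix of 5 nM fluorescein-DNA and 100nM Texas-615-DNA. Fluorescence polarization was read for both dyes.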
ALOX12 inh = ALOX12 (human) lipoxygenase inhibition | P18054 | purified 12hLO, xylenol orange hydroperoxide absorbance | Potency, µM (titrated, usually from 108 µM), without a hit: top-dose activity change, negative = inhibition, usual class: inhibitors | actives 1.1% (n = 580,000) | AID 1671190; further: on the % scale 0 is the no-effect control and ±100 the full control effect
Target sequence (P18054 whole entry, looked up): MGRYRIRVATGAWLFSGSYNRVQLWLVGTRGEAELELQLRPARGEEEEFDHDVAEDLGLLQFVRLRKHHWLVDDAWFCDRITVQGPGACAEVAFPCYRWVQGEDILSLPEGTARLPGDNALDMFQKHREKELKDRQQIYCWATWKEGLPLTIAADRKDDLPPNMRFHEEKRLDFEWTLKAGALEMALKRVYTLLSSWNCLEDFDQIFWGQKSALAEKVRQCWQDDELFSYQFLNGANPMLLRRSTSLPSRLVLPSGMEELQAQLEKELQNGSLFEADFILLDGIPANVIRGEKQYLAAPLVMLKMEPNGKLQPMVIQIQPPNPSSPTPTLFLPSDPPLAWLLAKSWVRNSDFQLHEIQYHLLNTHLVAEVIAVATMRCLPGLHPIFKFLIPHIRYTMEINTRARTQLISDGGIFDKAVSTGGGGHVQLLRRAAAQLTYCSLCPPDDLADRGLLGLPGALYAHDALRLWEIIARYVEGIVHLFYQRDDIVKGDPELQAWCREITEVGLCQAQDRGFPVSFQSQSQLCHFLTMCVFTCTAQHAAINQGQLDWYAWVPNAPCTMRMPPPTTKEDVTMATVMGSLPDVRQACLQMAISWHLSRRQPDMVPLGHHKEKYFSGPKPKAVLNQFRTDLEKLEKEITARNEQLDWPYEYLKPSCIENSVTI
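Hydroperoxide product was detected by ferrous iron/xylenol orange as the 573 to 405 nm absorbance ratio. Arachidonic acid at 40 uM (final) was turned over for 30 min at room temperature by 150 nM human 12hLO, pH 7.0 Hepes buffer, after 15 min compound preincubation.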
TrxR1 inh = rat TrxR1 inhibition | recombinant rTrxR1, NADPH fluorescence consumption, selenite substrate | AID 588453 | actives 1% (n = 390,000) | O89049 | Potency, µM (top dose mostly 114 µM), inactives show at the highest dose activity change, negative = inhibition, actives largely listed as inhibitors; further: on the % scale 0 is the no-effect control and ±100 the full control effect; nearly all actives have a fitted effect of over 65% in size
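Rat TrxR1 (90 nM in the dispensed reagent) was pre-reduced with 400 uM NADPH for 5 min at room temperature, then incubated with compound for 15 min. After 400 uM selenite was added, NADPH fluorescence (Ex 340/Em 450 nm) was followed for 8 min.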
Tb PGK inh = inhibitors of T. brucei phosphoglycerate kinase | P07378 | PGK/GAPDH coupled, Kinase-Glo luminescence, 60 min | Potency, µM (doses to about 57.5 µM), for the others: at the top dose activity change, negative = inhibition, most hits filed as inhibitors | actives 0.043% (n = 380,000); further: on the % scale 0 is the no-effect control and ±100 the full control effect; nearly all actives have a fitted effect of over 60% in size
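Luminescent ATP detection (Kinase-Glo Plus) follows a 60-minute room-temperature incubation, with wells lacking PGK as controls. Buffer: 100 mM TEA (pH 7.6), 5 mM MgCl2, 0.01% Tween-20. Coupling enzyme GAPDH (100 nM final) supplies unstable 1,3-BPG in-well.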
* marks the source's active call; other numbers are inactive results; i = inactive; u = inconclusive; x = no result given; & = joins results of further samples; [ ] = another dose, or the depositor's remark. Unless noted, the call rests on the fitted dose curve; in most records, active means well fitted curve in the direction sought with a large enough effect; inconclusive means small, poorly fitted or top-dose-only effect, or another doubt; inactive means no such curve, though single readings can be large; an effect the other way counts as inactive or inconclusive. Potency means the concentration at half of the fitted maximal effect. A portion of the library; the hit share may differ from the screen's.

Second line of a record – HP1b binding inh | TrxR1 inh | ALOX12 inh | GLS inhibitor | Tb PGK inh | ERG-DNA inh | JMJD2A Tudor inh | RGS4 inhibitor | Pin1 inh
CCc1n[nH]c(=O)c2cc3cc(OC)ccc3n12
    39%[activator] | -8%[57.1 µM] | -3% | -14% | -3% | 10% | -2% | 11% | 1%
Cc1ccc(C)c(N(CC(=O)NC2CCCC2)C(=O)c2oc(C(C)(C)C)cc2C)c1
    14% | 20% | -10% | 0% | x | x | -24% | 8% | 2%
CCOC(=O)N1CCN(S(=O)(=O)c2ccc([N+](=O)[O-])cc2)CC1
    34% | 23%[57.1 µM] | 3% | -6% | i | 2% | 0% | -25% | 0%
Cc1ccccc1C(=O)Nc1c(C)nc2ccccn2c1=O
    13%[57 µM] | 8%[57.1 µM] | -20% | -11% | 9% | -1% | -11% | 23% | u
COc1cc2c(cc1OC)CN(C(=O)COc1ccccc1[N+](=O)[O-])CC2
    10% | -2% | -11% | -8% | 10% | -1% | -10% | -6% | 0%
O=C1Nc2ccccc2/C1=C/C(=O)c1cccs1
    -25% | -67% | u | 26% | i | -1% | -27%[57.1 µM] | -21%[11.4 µM] | 2%
CCCC(C)n1[nH]c(=O)cc1N (configuration not stated)
    15% | -20% | 0% | 0% | -8% | -7% | 2%[57.1 µM] | 10%[11.4 µM] | -5%
Fc1ccccc1/C=C/c1ccc2ccccc2n1
    408%[activator] | 3% | 10% | 1% | u | 1% | 270%[activator] | -1% | -3%
CCOc1ccc(-c2c(C)nn3c(C)c(C(=O)NCCc4ccc(C)cc4)cnc23)cc1OCC
    54%[activator] | 12%[57.1 µM] | 0% | -5% | x | -2% | -32% | 1% | 6%
CCN(CCCNC(=O)CSc1cc(=O)n(C)c2cc(Cl)ccc12)c1ccccc1
    11% | 18% | u | 18% | -22% | u | u | 14% | 0%
CCc1ccc(C(=O)Nc2ccc(OC)c(S(=O)(=O)N3CCOCC3)c2)cc1
    21% | 28%[57.1 µM] | 6% | -5% | 2% | -1% | -1% | -7% | 0%
COc1ccc(C(Nc2cc(C)ccn2)c2ccc3ccc(C)nc3c2O)cc1 (configuration not stated)
    -13% | 14µM* | u | -2% | i | 18% | u | u | 2%
CC(C)(C)C(=O)N/C(N)=N/c1nc2ccccc2o1
    27% | 8%[57.1 µM] | 210%[activator] | 11% | 6% | 5% | 9% | -10% | 0%
O=C(O)c1cc(S(=O)(=O)Nc2ccc(OCc3ccccc3)cc2)ccc1Br
    5% | -1% | -3% | 2% | 7% | 8% | -20% | 0% | -5%
CCCCn1c(=NC(=O)c2cccnc2)c(C(=O)OCC)cc2c(=O)n3ccccc3nc21
    -12% | 14%[57.1 µM] | 0% | -4% | i | -6% | -16%[57.1 µM] | -6%[11.4 µM] | 12%
COc1ccc(-c2ccc(=O)n(CC(=O)Nc3ccc4c(c3)OCCO4)n2)cc1
    33% | 16% | -1% | 2% | -1% | 2% | -16% | u | 27%
O=C(CCc1nnc2ccc(N3CCC4(CC3)OCCO4)nn12)Nc1ccc(F)cc1
    17% | 14%[57.1 µM] | -2% | -9% | -3% | -8% | u | -51%[56.9 µM] | -7%
COc1cc(/C=C/C(=O)OCC(=O)N2CCN(S(=O)(=O)c3ccc(C)cc3C)CC2)cc(Cl)c1OC
    21% | 30% | -5% | -1% | 1% | -8% | -12% | -9% | 6%
O=C(CSCC(=O)Nc1ccccc1)N/N=C/c1c(O)ccc2ccccc12
    17% | -7% | u | 2% | 5% | -10% | -31% | 12% | 61%[activator]
CCOC(=O)Cc1csc(NC(=O)COc2ccc3ccccc3c2)n1
    19% | -12% | -5% | 9% | i | 4% | -11% | -15% | 1%

A few values from the results shown.
Tb PGK inh, CCc1n[nH]c(=O)c2cc3cc(OC)ccc3n12 = -3%
ALOX12 inh, CCc1ccc(C(=O)Nc2ccc(OC)c(S(=O)(=O)N3CCOCC3)c2)cc1 = 6%

Other structures
Second line of a record – HP1b binding inh | TrxR1 inh | ALOX12 inh | GLS inhibitor | Tb PGK inh | ERG-DNA inh | JMJD2A Tudor inh | RGS4 inhibitor | Pin1 inh
O=C(NCc1ccccc1)c1ccc(OCC2CCCO2)cc1 (configuration not stated)
    49%[activator] | -4% | 0% | -14% | -5% | -6% | -10% | -2% | 4%
C=CCC(CC=C)(C(=O)O)c1ccccc1
    21% | 24%[57.1 µM] | u | 3% | -8% | -7% | 21% | 18% | 3%
Cc1ccc(NC(=O)CN(c2ccc(C)cc2)S(=O)(=O)c2cccc3nonc23)cc1
    -1%&-21% | -2%&28% | u | -1%&-12% | -1%&-3% | -4%&4% | u | -1%&6% | 21%&24%
Cn1c(=O)c(C(=O)NNC(=O)c2ccccc2Br)c(O)c2ccccc21
    45%[activator] | 27% | -15% | 1% | 6% | 10% | -9% | 2% | 0%
O=C(CN(Cc1ccccc1)S(=O)(=O)c1ccc(Cl)cc1)NCC1CCCO1 (configuration not stated)
    24% | 12% | 14% | 6% | 5% | -4% | 1% | 8% | -1%
CCN1CCCC1CNCc1cccc(OC)c1OCc1ccc(F)cc1 (configuration not stated)
    20% | -8% | u | 1% | -1% | -13% | -25% | -13% | 13%
COc1cccc(CNC(=O)c2oc3c(c2C)-c2nn(Cc4cccc(Cl)c4)cc2CC3)c1
    9% | 46%[activator] | u | -12% | 8% | 0% | -33% | -4% | 4%
CCCCN(C)c1ccc([N+](=O)[O-])cc1
    5% | -14% | -22% | 2% | i | 9% | 4% | 11% | 7%
CC1(C)Cc2c(cnn2-c2ccc(F)cc2)C(NC(=O)c2cnccn2)C1 (configuration not stated)
    18% | -4% | -48% | 5% | -1% | 2% | -15% | -14% | -3%
Cc1n[nH]c(C)c1S(=O)(=O)N1CCC(C(=O)N2CCn3c2nc2ccccc23)CC1
    16% | 1% | 4%[57.4 µM] | 0% | -13% | x | -21% | 1% | 3%
N#CCCn1cc(/C=C/C(=O)O)c(-c2ccc(F)cc2)n1
    22% | 25% | 274%[activator] | -2% | -9% | 6% | -17% | 12% | 1%
Cc1nn(CC(=O)NCCN2CCOCC2)c(=O)c2ccccc12
    25% | -7% | -13% | -3% | 2% | 3% | 5% | 10% | 2%
Cc1ccsc1/C=N\NC(=O)c1ccc2c(c1)OCO2
    39% | 14% | -18% | 11% | -12% | 7% | -12% | -41% | 1%
COc1ccc(C(=O)CN2C(=O)c3ccccc3S2(=O)=O)cc1Br
    -2% | -15% | 300%[activator] | -3% | i | 10% | -29% | -20% | 35%[activator]
COc1cccc(NC(=O)C2CCN(c3ncccn3)CC2)c1
    31% | -6% | 1% | 3% | i | 1% | -6% | 29% | 8%
O=C(COc1ccc2ccccc2c1)N1c2ccccc2Sc2ccccc21
    8% | 12% | 14% | 6% | i | -5% | -7% | 17% | 8%
Cc1cnc(NC(=O)CN2C(=O)C3CC=CCC3C2=O)s1 (configuration not stated)
    5% | 14% | -29% | 2% | -8% | -7% | 56µM* | 35% | -9%
Nc1ncnc2nc(SCCc3ccccc3)[nH]c12
    38% | -1% | -2% | -7% | -8% | -1% | -3% | -10% | -3%
CCOc1ccc(CCNS(=O)(=O)c2cn(C)cn2)cc1OCC
    7% | 24% | 21% | -2% | i | -2% | -23% | -13%[56.9 µM] | -8%
CC(=O)c1ccc(S(=O)(=O)N2CCC(Oc3ccc(-n4cnnn4)cc3)CC2)cc1
    30%&31% | 2%&18% | 4%&6% | -5%&9% | -5% | 2%&6% | 1%&-13% | -14%&18% | -9%&4%
CCOC(=O)c1[nH]c2ccc(Cl)cc2c1-c1ccccc1
    13% | 7% | 25% | 15% | -1% | 18% | -7% | 10% | 0%
CC(Sc1nc2c([nH]c3ccccc32)c(=O)n1C)c1ccccc1 (configuration not stated)
    37%[activator] | 7% | 1% | 5% | -1% | -4% | -14% | -10% | 3%
COc1cc(CC(=O)N(C)CC(=O)Nc2ccc(Cl)c(C(F)(F)F)c2)cc(OC)c1OC
    20% | 13%[57.1 µM] | -10% | -7% | 0% | -4% | -2% | 15% | 2%
Cc1ccc(C(=O)COc2cccc(NC(=O)c3ccco3)c2)cc1
    30% | 6%[57.1 µM] | 8% | 2% | -3% | 0% | -16%[11.4 µM] | -5%[11.4 µM] | -2%
COc1ccc(CCNC(=O)c2ccc3c(c2)c(C)c(C)n3Cc2ccccc2)c(OC)c1OC
    42% | 28%[57.1 µM] | -29% | 1% | -5% | 1% | -28% | -16% | 44%[activator]
C#CCNC(=O)C1=C[C@H](C2CCCCC2)[C@@H](CCCO)[C@H](OCC)O1
    70%[activator] | u | u | 4% | 4% | -4% | -6% | -8% | -14%
Cn1c(SCC(N)=O)nnc1-c1ccc(C(C)(C)C)cc1
    53%[activator] | 1% | -4% | 1% | i | 3% | -7% | -5% | 1%
Cc1ccc(-c2noc(-c3ccccc3C(=O)N3CCOCC3)n2)cc1
    -4% | 18% | -23% | 11% | -5% | -8% | u | 5% | 0%
Cc1cc(-c2nc3ncccc3o2)ccc1NC(=O)c1ccc(Cl)cc1
    35% | -1% | -13% | -1% | -3% | -1% | -7% | -12% | 0%
O=C1NC(=Nc2cccc(O)c2)S/C1=C\c1cccnc1
    48% | 5% | 5% | 21% | -9% | 16% | -13% | -24% | 30%[activator]
Cc1ccc(N2C(=O)CC(N3CCN(c4ccc(F)cc4)CC3)C2=O)c(C)c1 (configuration not stated)
    38% | 3% | 17% | 9% | -5% | 6% | -12% | -8% | 9%
